miR122 inh: blocks miR-122 activity in Huh7 sensor cells. Huh7 miR-122 Renilla luciferase sensor, 48 h; neutral wells = 0, positive control = 100. activation (reporter increase), % at 12.5 µM. AID 602342. 0.3% of 340,000 active;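 active = mean replicate activation score at least 90 and every replicate individually at or above 90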;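 note: higher luciferase means less miR-122 activity so hits act as miR-122 inhibitors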
Cneo AK release: causes C. neoformans cell lysis; adenylate kinase release luminescence, 4 h; normalised: neutral wells 0, clomiphene wells 100; lysis activity, % at 15 µM; 0.2% of 360,000 active;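 active = mean lysis activity across replicates of at least 80%, whatever share of replicates individually reach that level; inactive = mean lysis activity below 80%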
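Material – Cryptococcus neoformans yeast cells · Quantity – 5 × 10^6 yeast cells/mL · Buffer or medium – YPD medium · Compound – single dose · Timing – 4 h static compound exposure, 37 °C, read 1 h post-reagent · Signal – adenylate kinase release luminescence · Read-out basis – lysis from increased AK signal · Benchmarks – Clomiphene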
esBAF inh: SWI/SNF esBAF complex inhibition. reporter increase, % at 12.5 µM. 2% of 350,000 active. mouse ES cells, Bmi1-luciferase knock-in reporter, 24 h; 100% = twice the neutral-well signal. AID 602393; in the data active = activation above about 40%;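 note: 0% = median of the plate's neutral control wells and 100% = double that signal; a rise in the Bmi1 reporter signal indicates esBAF inhibition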
SIRT5 block: inhibitors of human sirtuin-5 desuccinylase; Q9NXA8; inhibition, % at 15 µM; Purified SirT5, succinyl-peptide AMC, trypsin-coupled fluorescence; 1.1% of 330,000 active; in the data active = inhibition above about 15%
Target sequence (Q9NXA8 whole entry, looked up): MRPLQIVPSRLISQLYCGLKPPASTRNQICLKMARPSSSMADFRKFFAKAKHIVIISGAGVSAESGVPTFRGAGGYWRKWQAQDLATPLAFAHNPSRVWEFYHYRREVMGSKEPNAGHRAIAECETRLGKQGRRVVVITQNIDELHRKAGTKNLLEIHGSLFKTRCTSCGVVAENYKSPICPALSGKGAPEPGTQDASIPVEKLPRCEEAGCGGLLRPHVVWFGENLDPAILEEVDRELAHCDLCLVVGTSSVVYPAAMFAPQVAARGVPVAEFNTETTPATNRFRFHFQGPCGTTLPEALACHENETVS
ARNT TACC3 PPI: ARNT/TACC3 interaction disruption | 0.66% of 390,000 active | Q9Y6A5 | AlphaScreen His-ARNT PAS-B/GST-TACC3 binding, luminescence; TACC3 fragment carries E629A point mutation | inhibition, % at 9.99 µM;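 active = mean inhibition of replicates at least 50% and at least half of replicates each reaching 50%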;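 note: 0% = complete ARNT plus TACC3 wells and 100% = ARNT alone without TACC3; many hits fall short of the cut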
ERp5 inh: inhibitors of human ERp5 | Q15084 | ERp5 insulin aggregation, absorbance 650 nm, 90 min | inhibition, % at 9.99 µM | 0.05% of 350,000 active;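 active = mean replicate inhibition above about 25%, with every replicate also reaching it, limit read from the data, passing the limit was not always enough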
Target sequence (Q15084 whole entry, looked up): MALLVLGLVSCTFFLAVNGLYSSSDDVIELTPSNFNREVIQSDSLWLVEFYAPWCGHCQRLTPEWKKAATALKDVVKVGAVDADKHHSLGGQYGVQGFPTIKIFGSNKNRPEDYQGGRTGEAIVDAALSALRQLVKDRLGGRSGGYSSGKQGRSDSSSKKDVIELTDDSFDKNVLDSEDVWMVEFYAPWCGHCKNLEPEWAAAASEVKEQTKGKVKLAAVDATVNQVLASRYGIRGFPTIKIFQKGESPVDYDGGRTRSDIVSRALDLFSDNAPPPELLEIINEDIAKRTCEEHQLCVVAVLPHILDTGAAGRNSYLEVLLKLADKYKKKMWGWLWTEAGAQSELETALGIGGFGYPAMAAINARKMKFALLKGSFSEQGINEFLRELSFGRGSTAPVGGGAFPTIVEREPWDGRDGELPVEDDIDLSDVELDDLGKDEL
C2C12 statin: protects C2C12 myotubes from simvastatin toxicity | AID 602340 | rescue of ATP level, % at 7.49 µM | ATP luminescence, 48 h; scaled: DMSO 0, geranylgeraniol control 100 | 0.78% of 330,000 active;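 active = mean ATP rescue above about 67%, or every replicate alone reaching that limit, limit read from the data, passing the limit was not always enough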;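 note: myotubes were challenged with 10 µM simvastatin during compound exposure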
* = called active by the depositor; x = no result given; [ ] = another dose, or the depositor's remark.

cpd | Molecule | esBAF inh | C2C12 statin | ERp5 inh | Cneo AK release | miR122 inh | ARNT TACC3 PPI | SIRT5 block
1 | CC(=O)c1cccc(NC(=O)c2cc(-c3ccco3)on2)c1 | 23 | -2 | 2 | -5 | -2 | -4 | -1
2 | O=C(CSc1ccc(Br)cc1)Nc1ccccc1N1CCOCC1 | 5 | -12 | 3 | 1 | -4 | -5 | -1
3 | CC(C)c1ccc(OCC(=O)NCc2ccco2)cc1 | 9 | x | x | 0 | -5 | -5 | x
4 | C[C@@H]1CN([C@@H](C)CO)C(=O)c2ccccc2-c2ccccc2CO[C@@H]1CN(C)C(=O)[C@@H]1CCCN1C | 2 | -7 | 1 | -2 | x | -9 | 1
5 | O=C(C[n+]1ccc(/C=N/O)cc1)NCc1ccccc1 | x | x | 1 | x | x | -2 | -4
6 | COC(=O)c1ccc(N2CCCCC2)c(NC(=O)c2ccco2)c1 | -2 | -1 | -1 | 11 | -5 | 6 | 0
7 | COCc1nnc(NC(=O)c2cccs2)s1 | 9 | -1 | x | -1 | 0 | -4 | x
8 | C[C@@H]1CN([C@H](C)CO)C(=O)c2c(c3ccccc3n2C)-c2ccccc2CO[C@@H]1CN(C)S(=O)(=O)CC(F)(F)F | -6 | 1 | 4 | -2 | x | 10 | -3
9 | Cn1cccc1C(=O)C(=O)Nc1cc(Cl)cc(Cl)c1 | 49* | x | x | 2 | -6 | -13 | x
10 | CCN(CC)CCn1c2ccccc2c2nc3ccccc3nc21 | 78* | 21 | -1 | -3 | -7 | 0 | 1
11 | O=C(NCC(=O)N(CCc1ccccc1)C(C(=O)NC1CCCC1)c1cccnc1)c1ccco1 (stereo unspecified) | -4 | 11 | x | 2 | 2 | x | x
12 | CCOc1ccc(-c2nc(CCl)cs2)cc1 | x | x | -1 | -23 | -7 | -6 | -6
13 | COc1ccc(-c2ccc3c(c2)C2CC3CCN2S(=O)(=O)c2ccccc2C)cc1 (stereo unspecified) | 0 | -1 | 14 | 0 | 1 | -2 | 0
14 | CNC(=O)c1sc(-c2cccs2)nc1C | -1 | -4 | 0 | -1 | -6 | -5 | 7
15 | C[C@H]1CCCCO[C@@H](CN(C)Cc2ccc(C(=O)O)cc2)[C@@H](C)CN([C@@H](C)CO)C(=O)c2cc(N(C)C)ccc2O1 | 4 | -20 | x | x | -5[16.7 µM] | x | x
16 | CCC(=O)N1CCCc2cc(S(=O)(=O)N3CCN(c4ccccc4F)CC3)ccc21 | 9 | -12 | 1 | -1 | x | 1 | -3
17 | CC(C)(C)C(=O)Oc1cccc(Nc2ncnc3ccccc23)c1 | 0 | -2 | -1 | 0 | x | 2 | 9
18 | CC(=O)N[C@H]1C(O)O[C@H](CO)[C@@H](O)[C@@H]1O (stereo partly specified) | 2 | 1 | 0 | -1 | 1 | -3 | 0
19 | C[C@H](NC(=O)N(C)C[C@@H]1OCc2ccccc2-c2ccccc2C(=O)N([C@@H](C)CO)C[C@@H]1C)c1ccccc1 | 2 | x | 1 | 0 | x | 3 | -2
20 | COc1cc2c(cc1NC(=O)c1cccnc1)CCCC2 | 9 | 8 | x | 2 | -3 | -17 | x
21 | COc1cccc(CN2CCNC(=O)C2CC(=O)NC2CCOCC2)c1OC (stereo unspecified) | -8 | -6 | 1 | 0 | -3 | 6 | -2
22 | COc1ccc(CCNS(=O)(=O)c2cc3c4c(c2)C(C)C(=O)N4CCC3)cc1OC (stereo unspecified) | -2 | 4 | -1 | -1 | -3 | -1 | 0
23 | CC(=O)Oc1ccc(-c2csc(Nc3cccnc3)n2)cc1 | 37 | -12 | x | -1 | -2 | -1 | x
24 | O=C(C[C@@H]1CC[C@H]2[C@@H](COC[C@@H](O)CN2C(=O)c2ccncc2)O1)NCc1ccc(-c2ccccc2)cc1 | 3 | -3 | 0 | -1 | 43[16.7 µM] | x | 4
25 | O=C(NCC(c1ccco1)N1CCc2ccccc21)c1ccccc1F (stereo unspecified) | 2 | 5 | -11 | 2 | 2 | 3 | -1
26 | O=C(O)CCCNS(=O)(=O)c1cccc2nsnc12 | x | x | x | -2 | -3 | -3 | x
27 | CS(=O)(=O)NCCSCc1ccc(Cl)cc1 | 6 | 3 | x | 2 | 5 | -6 | x
28 | CNC[C@@H]1OCCCC[C@H](C)Oc2ccc(NS(=O)(=O)c3c(C)noc3C)cc2C(=O)N([C@H](C)CO)C[C@@H]1C | 6 | x | x | 4 | 0[16.7 µM] | -14 | x
29 | COc1ccccc1NC(=O)N1C[C@@H](O)COC[C@H]2O[C@H](CC(=O)NCCc3ccccc3)CC[C@@H]21 | -3 | 4 | -14 | -3 | 4[16.7 µM] | 1 | -2
30 | O=C(NCc1cccnc1)C(=O)NCC1OCCN1S(=O)(=O)c1ccccc1 (stereo unspecified) | -5 | -6 | 3 | 1 | -4 | 2 | -3
31 | COc1ccc(NS(=O)(=O)c2ccc(NC(=S)NCC3CCCO3)cc2)cc1 (stereo unspecified) | -1 | 12 | -1 | 4 | 14 | 4 | -1
32 | COc1cccc(C(=O)NC(=S)Nc2ccccc2N2CCOCC2)c1 | -13 | 4 | x | 36 | 4 | 10 | x
33 | CCOC(=O)C1=CN(Cc2cccc(F)c2)S(=O)(=O)N(C)C1c1ccc(C(F)(F)F)cc1 (stereo unspecified) | 0 | 3 | 8 | 7 | -1 | -4 | -4
34 | COC(=O)C[C@@H]1C[C@H]2c3cc(NC(=O)Cc4ccncc4)ccc3O[C@H]2[C@@H](CO)O1 | 0 | 8 | 0 | 1 | -5[16.7 µM] | 3 | 2
35 | Cc1ccc(S(=O)(=O)Nc2ccc3c(c2)C(=O)N([C@@H](C)CO)C[C@H](C)[C@@H](CN(C)Cc2ccncc2)OCCCC[C@H](C)O3)cc1 | 1 | x | 1 | 0 | 13[16.7 µM] | 4 | 6
36 | C[C@@H]1CN([C@@H](C)CO)C(=O)c2cccc(NS(=O)(=O)c3cn(C)cn3)c2O[C@@H]1CN(C)S(=O)(=O)c1ccccc1 | 2 | 18 | 5 | 1 | 0[16.7 µM] | 9 | -11
37 | C[C@@H]1CN([C@H](C)CO)C(=O)c2cc(C#CCN(C)C)cnc2O[C@@H]1CN(C)Cc1ccc(F)cc1 | 2 | -7 | 3 | 1 | -1[16.7 µM] | 2 | 0
38 | CCc1ccc(OCc2cccc(C(=O)N/N=C\c3cnn(C)c3C)c2)cc1 | 25 | 0 | 1 | -2 | -2 | -4 | -1
39 | COc1ccc(S(=O)(=O)Nc2cccc3c2O[C@@H](CN(C)C(=O)Nc2ccccc2)[C@@H](C)CN([C@H](C)CO)C3=O)cc1 | -4 | -38 | 1 | -4 | 17[16.7 µM] | x | 2
40 | Nc1ccc2nc(CCCCCCc3nc4ccc(N)cc4[nH]3)[nH]c2c1 | -1 | 15 | 0 | 0 | 2 | -20 | -4
41 | O=C(Nc1nnc(-c2ccccc2)o1)Nc1ccc(F)cc1F | x | x | 0 | x | x | 1 | 0
42 | O=C(CO/N=C/c1ccccc1OC(F)F)NCc1ccco1 | 0 | 5 | -3 | -4 | -2 | x | -2
43 | CN(C(=O)c1ccncc1)C1CCCCC1 | -1 | -8 | -2 | 4 | 0 | -13 | 1
44 | C=CCn1cnc2c(nnn2-c2cc(C)cc(C)c2)c1=O | x | x | 0 | x | x | -8 | 3
45 | Cc1cccc(C)c1NS(=O)(=O)c1cc2c3c(c1)CCN3C(=O)CC2 | x | -12 | -1 | 0 | -6 | -1 | -7
46 | Cc1cc(C)cc(OCC(=O)OC(C)C(=O)Nc2ccc(Cl)cn2)c1 (stereo unspecified) | 2 | -6 | -2 | x | -1 | 1 | -1
47 | C[C@H]1CN([C@@H](C)CO)C(=O)Cc2cc(NS(=O)(=O)c3cn(C)cn3)ccc2O[C@H]1CN(C)C(=O)NC1CCCCC1 | 3 | -32 | x | 0 | -3[16.7 µM] | -5 | x
48 | C[C@@H]1CN([C@@H](C)CO)C(=O)CCCn2cc(nn2)CO[C@H]1CN(C)Cc1ccc2cccnc2c1 | -4 | 14 | x | x | 1[16.7 µM] | x | x
49 | CCCc1cc(=O)[nH]c(SCC(=O)N2CCN(S(=O)(=O)c3ccc(C)cc3C)CC2)n1 | 3 | -6 | x | -1 | -10 | 0 | x
50 | CC1=C(C(=O)N(C(C)C)C(C)C)CC(CC(=O)NC2CCCC2)C(=O)N1Cc1ccccc1 (stereo unspecified) | -2 | -1 | -8 | 0 | -1 | x | 5
51 | CC1CCCC(NC(=O)c2cccc(S(=O)(=O)NCc3ccccc3)c2)C1C (stereo unspecified) | -7 | 14 | 0 | 2 | 20 | 1 | -8
52 | CN1CCN(c2ccc(NC(=O)COc3cccc4ccccc34)cc2)CC1 | x | x | -1 | 0 | 2 | x | -12
53 | CC(=O)c1ccc(NC(=O)c2ccc(CNc3c(N4CCOCC4)c(=O)c3=O)cc2)cc1 | x | x | 5 | -1 | -7 | -13 | -4
54 | COCCNC(=O)C[C@@H]1CC[C@H]2[C@H](COc3ccc(NS(=O)(=O)c4ccc(Cl)cc4)cc3C(=O)N2C)O1 | 2 | -12 | 6 | -2 | 12[16.7 µM] | 1 | 2
55 | CCC(=O)N(C)C[C@@H]1Oc2ncc(Br)cc2C(=O)N([C@H](C)CO)C[C@@H]1C | 1 | -6 | -1 | 1 | 2[16.7 µM] | -5 | -3
56 | CN1C(=O)c2cc(NC(=O)Cc3ccccc3)ccc2OC[C@H]2O[C@@H](CC(=O)NCc3ccc(Cl)cc3)CC[C@H]21 | 4 | 10 | x | 0 | -23[16.7 µM] | 0 | x
57 | Cc1cccc([C@@H]2[C@@H]3C(=O)N(Cc4ccccc4)C(=O)[C@@H]3[C@]3(C)C(=O)N(c4ccc(Br)cc4)C(=O)N23)c1 | -2 | 18 | x | -1 | -1 | -1 | x
58 | Cc1c(N=Cc2c(O)n(Cc3ccco3)c(=O)c3ccccc23)c(=O)n(-c2ccccc2)n1C | 1 | 114* | 0 | -1 | 3 | -11 | -2
59 | C[C@@H]1CCCCO[C@H](CN(C)C(=O)Cc2ccccc2)[C@H](C)CN([C@@H](C)CO)C(=O)c2cc(N(C)C)ccc2O1 | 8 | -23 | x | x | -7[16.7 µM] | x | x
60 | COc1ccc(CCn2nnnc2C(CC(C)C)N2CCN(c3ncccn3)CC2)cc1OC (stereo unspecified) | x | x | x | 6 | 8 | -6 | x

Next part:
cpd | Molecule | esBAF inh | C2C12 statin | ERp5 inh | Cneo AK release | miR122 inh | ARNT TACC3 PPI | SIRT5 block
61 | COc1ccc(NC(=O)CCC(=O)N(Cc2ccc(OC)c(OC)c2)c2nccs2)c(OC)c1 | -5 | 6 | -4 | x | -4 | 6 | -3
62 | O=C(CSc1nnc(Cc2cccs2)n1Cc1ccco1)Nc1cc(Cl)cc(Cl)c1 | -4 | 5 | x | 0 | 20 | -7 | x
63 | CCOc1ccc(NC(=O)N(C2CCCC2)C2CCN(C(C)=O)CC2)cc1 | -4 | -8 | -2 | x | -2 | -3 | 0
64 | Cc1cccc2cc(CN(Cc3nnnn3Cc3ccccc3)C3CCCC3)c(=O)[nH]c12 | 2 | 16 | x | 1 | 9 | -1 | x
65 | CNC[C@@H]1Oc2cc(-c3ccccc3OC)ccc2S(=O)(=O)N([C@@H](C)CO)C[C@H]1C | -2 | x | 4 | 10 | 2[16.7 µM] | -1 | -10
66 | Cc1sc2ncnc(SCC(=O)NNC(=O)COc3cccc4ccccc34)c2c1C | -2 | 7 | x | 3 | -7 | -1 | x
67 | CCCc1ccc2ccc3ccccc3c2n1 | 10 | 3 | -1 | 0 | -1 | x | 7
68 | COc1ccc(CN2CCN(C(=O)c3ccco3)CC2)cc1OC | x | x | 2 | x | x | -7 | -1
69 | CCCn1nnnc1SCC(=O)NCc1ccc2c(c1)OCO2 | -5 | x | x | -1 | -5 | -14 | x

Bioassay records deposited in PubChem BioAssay by Broad Institute.

Random draw from the library. About 4% of those tested had a hit in this group.
